# H69AR inhibit: growth inhibitors of human H69AR lung tumor cells | H69AR lung tumor viability, ATP luminescence, 72 h; hits give low values | viability, % at 10 µM | 85,000 compounds, 6% hits | AID 598;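 active = viability at or below 40%; inactive = viability above 40%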;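 note: multidrug resistant small cell line overexpressing MRP-1 efflux transporter; 100% = mean luminescence of untreated control wells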
# cytoskel mod: cytoskeleton assembly modification; 91,000 compounds, 0.18% hits; inhibition, % at 2 µM; HUVEC TNFa F-actin phalloidin imaging, high content;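 active = inhibition above the batch mean plus 3 SD and confirmed as a hit by visual image inspection, cut at about 30% in these data, passing the limit was not always enough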; note: strong numbers were not always called active
# IL1B cytotox: toxic to HUVEC cells under IL-1B stimulation; 94,000 compounds, 0.41% hits; HUVEC cell count loss, Hoechst imaging, IL-1B stimulated; AID 845; cell count reduction, % at 2 µM;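 active = cell count reduction more than 3 SD above the screen-wide mean, cut at about 70% in these data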;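 note: normalized per plate to untreated control cells as the no-loss baseline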
# VCAM1 TNFa inh: reduces TNF alpha induced VCAM1 expression in HUVEC; HUVEC TNFa-induced VCAM-1 immunofluorescence, high-content imaging; 95,000 compounds, 0.48% hits; inhibition, % at 2 µM;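 active = inhibition above the batch mean plus 3 SD, with images confirmed as a hit by eye, cut at about 37% in these data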;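 note: 0% = TNF-stimulated DMSO wells and 100% = unstimulated control wells; not every result past the cut was called active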
# Smad3 FoxH1 inh: blocks human Smad3 binding to FoxH1 peptide | 88,000 compounds, 0.29% hits | inhibition, % at 25 µM | TR-FRET Smad3/Dy647-FoxH1 peptide binding, europium anti-His | AID 630 | P84022;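 active = compounds that reduce the energy-transfer binding signal between the protein and its labelled peptide by more than half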;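 note: 0% = Smad3 plus labelled peptide maximal FRET and 100% = peptide-only background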
# Target sequence (P84022 whole entry, looked up): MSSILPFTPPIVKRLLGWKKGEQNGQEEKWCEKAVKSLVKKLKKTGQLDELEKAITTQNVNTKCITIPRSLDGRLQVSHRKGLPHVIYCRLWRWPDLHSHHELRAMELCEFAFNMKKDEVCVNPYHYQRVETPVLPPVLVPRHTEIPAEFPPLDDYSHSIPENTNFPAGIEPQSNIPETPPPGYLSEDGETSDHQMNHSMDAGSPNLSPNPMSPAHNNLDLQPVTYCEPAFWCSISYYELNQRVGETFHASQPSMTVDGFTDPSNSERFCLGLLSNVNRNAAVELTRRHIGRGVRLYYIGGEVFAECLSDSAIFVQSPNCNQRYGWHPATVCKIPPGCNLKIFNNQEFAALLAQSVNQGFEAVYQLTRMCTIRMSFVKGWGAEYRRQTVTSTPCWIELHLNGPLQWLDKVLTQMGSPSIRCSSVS
# Lung fibro prol: blocks proliferation of human lung fibroblasts. 85,000 compounds, 1.1% hits. LL 47 human lung fibroblast viability, ATP luminescence; hits give low values. viability, % at 10 µM. AID 719;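 active = viability at or below 50% in the single dose screen; inactive = viability above 50%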;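 note: compound exposure lasted 72 h before the ATP readout; 100% = median luminescence of untreated cell-only wells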
#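 Material: human LL 47 lung fibroblast cells; quantity: 1,150 cells/well; medium: IMEM plus 15% FBS; doses: 0.1% DMSO in all compound wells; timing: overnight attachment after seeding, then 72 h compound exposure at 37 °C; detection: CellTiter-Glo luminescence; measure: % viability of median cell-only signal; controls: cell-only wells, no compound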
# TNFa cytotox: HUVEC cytotoxicity counter-screen, TNF alpha stimulated. HUVEC TNFalpha-stimulated, Hoechst cell count, imaging. cell count reduction, % at 2 µM. 93,000 compounds, 0.17% hits;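 active = cell count reduction exceeding the screen mean by over 5 SD, scaled to untreated wells per plate, cut at about 78% in these data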;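 note: cells counted after 24 h of TNF alpha exposure following the 1 h pretreatment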
# PTK2B oligo ant: antagonists of human Pyk2 oligomerization; Q14289; AID 1347419; Q293 cells, Pyk2 FERM NanoBiT luminescence; hits give low values; z-score (the deposit names both 25 µM and 10 µM); 99,000 compounds, 0.83% hits;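 active = Z-score of -3 or lower, scaled per plate to the spread of control and sample wells; inactive = z-score above -3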;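 note: negative z-score means lost luminescence so less FERM oligomerization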
# HUVEC prolif 384: inhibitors of human endothelial cell proliferation. HUVEC proliferation, CellTiter-Glo luminescence, 72 h; hits give low values. 86,000 compounds, 1.1% hits. viability, % at 10 µM (by protocol);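 active = viability at or below 30%; inactive = viability above 30%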;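 note: 100% = median luminescence of DMSO-only cell control wells on each plate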
# Starred values were filed as active, the others as inactive; nt = not tested or not shown; & = joins results of further samples; [ ] = remark or other dose. The list is partial; count on the stated rates, not on these rows.
SMILES,H69AR inhibit,cytoskel mod,IL1B cytotox,VCAM1 TNFa inh,Smad3 FoxH1 inh,Lung fibro prol,TNFa cytotox,PTK2B oligo ant,HUVEC prolif 384
O=C(CSc1nnc(-c2ccncc2)n1Cc1ccco1)Nc1ccccc1Cl,82,-8,1,-1,8,96,-20,0.51,89
COc1ccc(N(C)C(=O)CCC(=O)Nc2ccc3nc(N4CCOCC4)cc(C)c3c2)c(OC)c1,75,14,-10,8,-4,101,-35,-0.26,71
CCOc1ccccc1N1C(=O)c2ccc(C(=O)Nc3cccnc3)cc2C1=O,91,0,-18,16,-7,104,-28,nt,98
CC(=O)c1c(C)[nH]c(C(=O)OC2CCOC2=O)c1C (stereo not drawn),105,nt,nt,nt,11,96,nt,0.29,88
CCOC(=O)c1cccc(NC(=O)CSc2nnc(-c3ccncc3)n2CCCOC)c1,84,2,0,-1,2,110,-4,0.85,101
CCn1c(C)c2c(C)nnc(C)c2c1C,95,-18,-33,7,14[fluorescence artefact?],104,-5,-0.89,99
O=C(O)CCN(CCC(=O)O)c1nnc(SCc2ccccc2)s1,104,-4,-3,-17,3,103,nt,-0.83,90
Cc1ccc(S(=O)(=O)NC(=NCC(=O)O)c2ccccc2)cc1,101,nt,0,11,0,98,-22,0.4,101
Cc1c(NC(C)c2ccccc2O)c(=O)n(-c2ccccc2)n1C (stereo not drawn),102,-6,-2,18,10,98,-3,-0.32,94
CN1CCN(CC(C)(C)NS(=O)(=O)c2ccc(Cl)cc2)CC1,93,-10,18,-16,8,92,-12,-0.04,84
CC(C)CCn1c(SCC(N)=O)nc2c1c(=O)n(C)c(=O)n2C,39*,-1,26,-1,3,93,-4,nt,100
Cn1c(N)c(C(=O)COC(=O)Cn2cc(C(F)(F)F)ccc2=O)c(=O)n(C)c1=O,82,6,-4,-2,5,99,-25,-1.4,88
COc1ccc(S(=O)(=O)N2CCCCC2C(=O)O)cc1 (stereo not drawn),100,-26,5,-7,-1,101,-4,0.79,93
CCc1ccc(C(=O)NC(CC(C)C)C(=O)O)cc1 (stereo not drawn),99,2,-4,1,13,100,-2,0.94,104
CC1(C)Cc2nc3n[nH]c(N)c3cc2CO1,91,-4,-65,8,8,101,12,-0.52,92
CC(OC(=O)c1cccs1)C(=O)NCC1CCCO1 (stereo not drawn),87,nt,nt,nt,9,97,nt,0.32,90
Cc1ccc(NC(=O)C2CC(=O)N(c3ccc4c5c(cccc35)CC4)C2)cc1 (stereo not drawn),nt,-30,16,-10,nt,nt,nt,-0.11,nt
O=C(Oc1ccccc1)c1ccc(COC(=O)c2cnccn2)cc1,102,0,-11,-2,-3,100,-16,0.34,83
COC(=O)c1ccc(CSc2nnc3ccccn23)o1,89,0,-3,8,2,98,-20,1.3,94
O=C1CN(CC(=O)Nc2ccc(Cl)cc2)CCN1,105,14,4,-10,15,106,-12,1.1,88
COc1ccc(C2OC(=O)CC2C(=O)NC2CCCC(C)C2C)cc1OC (stereo not drawn),99,2,9,3,0,99,-31,0.58,93
CCn1c(C)cc2c(c1=O)C(c1ccc3c(c1)OCO3)C(C#N)=C(N)O2 (stereo not drawn),119,-15,8,-18,-3,101,8,0.78,100
CCCCN(c1ccccc1)S(=O)(=O)c1ccc2c(c1)CCN2C(=O)CCC(=O)O,104,20,8,25,-7,99,-4,-1.2,90
O=C(NCC1CCCO1)c1cc2ccccc2[nH]1 (stereo not drawn),106,nt,nt,nt,2,95,nt,1.1,108
Brc1ccc(-c2cnnc(N3CCCC3)n2)cc1,90,23,-51,3,1,97,-21,-0.17,91

# (continued)
SMILES,H69AR inhibit,cytoskel mod,IL1B cytotox,VCAM1 TNFa inh,Smad3 FoxH1 inh,Lung fibro prol,TNFa cytotox,PTK2B oligo ant,HUVEC prolif 384
O=[N+]([O-])c1ccc(N2CCN(S(=O)(=O)c3ccc4ccccc4c3)CC2)cc1NCc1ccco1,nt,21,-14,2,nt,nt,-31,0.26,nt
Cn1c(=O)c2cc(S(=O)(=O)NCCC(=O)NC3CCCCCC3)ccc2n(C)c1=O,91,nt,14,-2,-1,92,8,-0.08,94
CCCCS(=O)CC(CS(=O)CCCC)OC(=O)c1ccccc1 (stereo not drawn),79,0,-6,-14,-6,93,-18,1.8,106
Cc1c(C(=O)O)oc2c1C(O)CC(C)(C)C2 (stereo not drawn),105,-2&-4,-7&6,18&5,1,100,28&13,1.1&0.62,103
O=c1[nH]c(SCc2n[nH]c(=S)n2-c2ccccc2)nc2ccccc12,95,-8,-15,20,22,103,-3,0.63,98
CC1CCC(NC(=O)CN2C(=O)C3CCCN3c3ncc(Cl)cc32)CC1 (stereo not drawn),nt,-12,-16,23,nt,nt,-13,nt,nt
O=C1c2[nH]nc(-c3ccccc3O)c2C(c2cccc(Cl)c2)N1Cc1ccco1 (stereo not drawn),0.8*,48,-14,-1,-10,88,-27,-2.8,4.9*
CCCCOC(=O)Cn1c2ccc(OC)cc2c2nc3ccccc3nc21,28*,-19,0,6,0,71,-12,0.16,68
CC1CN(S(=O)(=O)c2cn(C)c(=O)n(C)c2=O)CC(C)O1 (stereo not drawn),99,7,-41,7,6,91,-11,nt,101
O=C(c1ccccc1Cl)N1CCCC(c2nc3c(nnn3Cc3ccccc3)c(=O)[nH]2)C1 (stereo not drawn),86,3,2,8,22,98,-43,-0.32,116
CCN(CC)/C(=N/S(=O)(=O)c1ccc(C)cc1)c1ccccc1,94,nt,9,0,2,105,-10,-0.2,96
Cc1ccc2c(c1)-c1c(cnn1CC(=O)N(CCC#N)c1ccccc1)CO2,77,-19,6,14,-15,102,-12,nt,93
COc1cc(NC(=S)Nc2cccc(Cl)c2Cl)c(OC)cc1Cl,nt,-32,-20,-17,nt,nt,-28,-0.54,nt
COc1ccc(C(N)CCc2ccc(C)o2)cc1 (stereo not drawn),87,-21,33,-6,4,99,6,-0.67,89
O=C(Nc1ccc(Cl)cn1)C1CCCN1S(=O)(=O)c1cccc2ccccc12 (stereo not drawn),61,-10,-8,-31,5,106,-3,0.41,103
CCCN(CCC)C(=O)c1ccc2c(c1)N(Cc1ccccc1)C(=O)CS2=O (stereo not drawn),85,nt,nt,nt,-7,88,nt,nt,88
CC(C)(C)c1ccc(OCC(=O)NCCN2CCCC2)cc1,86,-21,-16,-6,2,94,-15,0.6,100
Cc1ccc(-c2ccccc2NC(=O)CCl)o1,0.1*,-14,3,24,-19,99,-14,0.04,84
COC(=O)c1[nH]cnc1C(=O)c1ccccc1,95,-10,19,-7,2,101,-9,0.48,108
CN(CCO)C1=CC(=O)CC(C)(C)C1,85,0,-25,7,-10,100,-26,0.06,101
CCOC(=O)C1CCN(C(=O)Nc2ccc(NC(=O)C3CCN(C(=O)OCC)CC3)cc2)CC1,103,nt,nt,nt,10,94,nt,0.61,109
C#CCOc1c(Br)cc(/C=N/O)cc1OCC,87,5,4,14,-5,101,-13,-1.7,88
O=C(O)c1ccc(NCc2ccncc2)cc1,103,-1,16,-16,-11,101,84*,2.1,105
N#CC1=C(N)N(c2ccccc2C#N)C2=C(C(=O)CCC2)C1c1ccsc1 (stereo not drawn),97,nt,nt,nt,-1,93,nt,0.19,91
O=C(Nc1ccn(C2CC(OC(=O)c3ccccc3)C(CO)O2)c(=O)n1)c1ccccc1 (stereo not drawn),101,1,27,-2,-2,95,1,0.74,91

# Going on with the list:
SMILES,H69AR inhibit,cytoskel mod,IL1B cytotox,VCAM1 TNFa inh,Smad3 FoxH1 inh,Lung fibro prol,TNFa cytotox,PTK2B oligo ant,HUVEC prolif 384
CC(C)(C)c1nc(SCC(=O)Nc2nc3c(s2)CCCC3)c2ccccc2n1,nt,15,-14,9,nt,nt,-11,-0.7,nt
CCCOC(=O)c1ccc(NC(=O)CSC2=Nc3ccccc3C3CC=NN23)cc1 (stereo not drawn),nt,-13,-8,12,nt,nt,-2,-1,nt
O=[N+]([O-])c1ccc(/C=N/n2c(C3CCCCC3)n[nH]c2=S)cc1,nt,5,-18,4,nt,nt,-24,0.04,nt
CC(NC(=O)c1ccc(CS(=O)(=O)c2cccc(C(F)(F)F)c2)o1)c1ccc2c(c1)OCCO2 (stereo not drawn),94,27,-5,17,-4,96,-32,-1.1,96
COc1ccc(C2CC(c3ccccc3)n3nc(NC(=O)c4cccs4)nc3N2)cc1 (stereo not drawn),67,3,1,14,4,95,-2,-2.9,97
O=C(Cn1cnc2c(nnn2-c2ccc(F)cc2)c1=O)N1CCCC1,104,56,-2,-12,3,99,0,-0.21,90
CCN(CC)S(=O)(=O)c1cccc(C(=O)NC(C(=O)Nc2nnc(C3CC3)s2)C(C)C)c1 (stereo not drawn),86,nt,nt,nt,0,87,nt,0.47,96
O=C(CN(Cc1ccccc1)S(=O)(=O)c1ccc(Br)cc1)NCc1ccco1,98,4,5,-11,0,96,-15,-0.99,99
Cc1nn2c(-c3ccccc3)ccnc2c1-c1ccccc1,nt,-10,-7,-8,nt,nt,-23,-1.3,nt
COc1cc(NC(=O)Cn2ncc3c2-c2ccccc2OC3)cc(OC)c1OC,89,-14,-26,12,0,93,-26,nt,98
O=C(NCCN1CCN(c2ccccc2)CC1)C1CCN(S(=O)(=O)c2cccs2)CC1,104,2,-34,7,-4,100,-16,1.4,104
CCOC(=O)c1c(C)[nH]c(C(=O)COC(=O)C2CC2C)c1C (stereo not drawn),77,-7,0,11,-1,92,-8,0.08,92
CCCS(=O)(=O)N1CCC(C(=O)NCCc2ccccc2)CC1,nt,-5,10,14,nt,nt,-8,-0.23,nt
Cc1ccnc(SCCn2c(N3CCOCC3)nc3c2c(=O)[nH]c(=O)n3C)n1,100,-5,11,-10,4,102,3,0.47,91
O=C(Nc1ccc(N2CCOCC2)cc1)Nc1cnsn1,85,13,0,27,9,98,-6,0.85,104
Cc1cc(C)c(C#N)c(SCCS(=O)(=O)Cc2ccc(Cl)cc2)n1,66,-39,-33,-14,21[fluorescence artefact?],83,-1,-1.1,73
O=C(CSc1nnc(Cc2cccs2)n1-c1ccccc1)Nc1ccc2c(c1)OCCO2,84,-12,-11,17,3,102,-3,-0.56,85
COc1ccccc1C(=O)OCC(=O)Nc1ccc(OC(F)F)cc1,92,-13,-5,4,-6,105,-18,1.8,105
O=C(OCCCN=C1NS(=O)(=O)c2ccccc21)C1CC(=O)N(c2ccc(Cl)cc2)C1 (stereo not drawn),93,6,8,-9,5[fluorescence artefact?],103,-44,1.2,102
Cc1cc(C)n2nc(-c3cnn(C)c3C(F)(F)F)cc2n1,nt,22,0,2,nt,nt,-1,-1.8,nt
CCOC(=O)CSc1nnc(-c2nnc(SCC(=O)OCC)n2CC)n1CC,93,-12,-25,3,-16,97,-16,0.97,105
CCOC(=O)C(NC(C)=O)(Nc1cccc(F)c1)C(F)(F)F (stereo not drawn),102,-2,12,3,-1,101,-2,0.32,99
CCOc1cc(C)nc(N2CCCC(C(=O)NCc3ccccc3F)C2)n1 (stereo not drawn),60,0,14,-2,1,91,-23,-0.01,94
CCOC(=O)CCCCNCc1ccccc1,89,nt,nt,nt,4,102,nt,1,107

# Three entries from above, ordered by formula weight, lowest first.
SMILES,H69AR inhibit,cytoskel mod,IL1B cytotox,VCAM1 TNFa inh,Smad3 FoxH1 inh,Lung fibro prol,TNFa cytotox,PTK2B oligo ant,HUVEC prolif 384
Cc1nn2c(-c3ccccc3)ccnc2c1-c1ccccc1,nt,-10,-7,-8,nt,nt,-23,-1.3,nt
CCCOC(=O)c1ccc(NC(=O)CSC2=Nc3ccccc3C3CC=NN23)cc1 (stereo not drawn),nt,-13,-8,12,nt,nt,-2,-1,nt
COc1ccc(C2CC(c3ccccc3)n3nc(NC(=O)c4cccs4)nc3N2)cc1 (stereo not drawn),67,3,1,14,4,95,-2,-2.9,97

# Source: PubChem BioAssay (several laboratories)
